# Bioassay records deposited in PubChem by National Center for Advancing Translational Sciences (NCATS).
# HCV inhibitor – HCV inhibition | Huh7.5.1 HCVcc-Cre infection, luciferase reporter, 44 h | AID 651820 | Potency, µM (top dose mostly 41.8 µM), for the others: at the top dose activity change, negative = inhibition, most hits filed as inhibitors | 340,000 tested, 3.4% active
#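 Infectious HCV cell culture screen: compound-treated cells (1,000/well, pre-plated 4 h) are infected with HCVcc-Cre at roughly 0.5 moi and grown 44 h. Infection is quantified by luciferase signal after 15 min substrate incubation at room temperature.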
# Sm TGR block – inhibitors of Schistosoma mansoni thioredoxin glutathione reductase; Q962Y6; purified TGR, DTNB reduction, TNB absorbance 405 nm; Potency, µM (highest dose often 114 µM), without a hit: at the highest dose activity change, negative = inhibition, hits mostly inhibitors; AID 485364; 360,000 tested, 3% active; note: nearly all actives have a fitted effect of over 60% in size
#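 TGR 20 nM + NADPH 100 uM (dispensed conc.), cpd preinc 15 min RT; start with NADPH (500 uM addition) then DTNB (15 mM addition). Kinetic TNB absorbance, 405 nm filter. Four-parameter Hill fit across titration.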
# TbPYK inhibitor – T. brucei pyruvate kinase inhibition; TbPYK enzyme, Kinase-Glo Plus ATP luminescence, 45 min; 410,000 tested, 0.12% active; Potency, µM (series often up to 76.8 µM), for the others: top-dose activity, negative = inhibition, actives largely listed as inhibitors; Q57TT1; AID 624173; note: nearly all actives have a fitted effect of over 50% in size
#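 Enzyme and substrate buffer are dispensed first and compound is pin-transferred. ADP at 130 uM final then starts the reaction, which runs 45 min at room temperature. Detection reagent is added for 10 min before luminescence is imaged.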
# LmPK inhibitor – LmPK (Leishmania mexicana) enzyme inhibition | purified LmPK, Kinase-Glo ATP luminescence, 1 h | Potency, µM (top dose mostly 57.5 µM), inactives show at the highest dose activity change, negative = inhibition, actives largely listed as inhibitors | 290,000 tested, 0.37% active
# Target sequence (Q27686 whole entry, looked up): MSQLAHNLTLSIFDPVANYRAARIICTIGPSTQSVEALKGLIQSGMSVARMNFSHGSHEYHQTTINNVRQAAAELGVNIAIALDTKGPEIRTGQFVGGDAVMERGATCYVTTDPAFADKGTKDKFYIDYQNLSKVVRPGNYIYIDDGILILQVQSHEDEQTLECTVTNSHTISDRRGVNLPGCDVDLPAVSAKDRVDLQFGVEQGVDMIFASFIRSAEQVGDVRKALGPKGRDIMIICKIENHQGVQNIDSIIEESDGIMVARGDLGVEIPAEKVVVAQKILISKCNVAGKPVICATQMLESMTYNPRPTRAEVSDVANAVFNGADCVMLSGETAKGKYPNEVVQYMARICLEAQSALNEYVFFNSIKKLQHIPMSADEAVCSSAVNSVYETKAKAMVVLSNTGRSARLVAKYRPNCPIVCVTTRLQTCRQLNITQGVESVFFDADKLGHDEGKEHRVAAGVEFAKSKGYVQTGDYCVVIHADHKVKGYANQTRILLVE
#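 0.1 nM LmPK, 0.5 mM PEP, 0.1 mM ADP; 50 mM imidazole pH 7.2, 7 mM MgCl2, 50 mM KCl; 1 h RT. Kinase-Glo luminescence readout, normalized to no-enzyme (full inhibition) and uninhibited wells.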
# Pf growth 96h – inhibits malaria parasite growth, 96 h; P. falciparum luciferase reporter growth, 96 h; Potency, µM (highest dose often 28.7 µM), for the others: at the highest dose activity change, negative = inhibition, actives largely listed as inhibitors; 320,000 tested, 6.9% active
#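 Readout is luminescence from an integrated firefly luciferase in P. falciparum. Red cells, 2% hematocrit and 0.05% parasitemia final, were cultured with compound through two parasite generations (96 hours) at 37 C, 5% CO2.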
# Pf growth 48h – inhibits P. falciparum growth in the first generation, 48 h; P. falciparum luciferase growth in erythrocytes, 48 h; Potency, µM (series often up to 28.7 µM), for the others: at the top dose activity change, negative = inhibition, usual class: inhibitors; 310,000 tested, 5.9% active; AID 504832
#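 Erythrocytes infected with P. falciparum carrying an integrated firefly luciferase reporter (2% hematocrit, 0.1% parasitemia final) were exposed to compounds in RPMI 1640 with 0.5% Albumax at 37 C, 5% CO2. Growth inhibition was scored as reduced luminescence.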
# Numbers without * were called inactive; ? = inconclusive; / = not tested or not shown; & = joins results of further samples; ! = not active in a repeat; [ ] = remark or other dose. Calls come from the whole dose curve; as a rule, active = well fitted curve in the direction sought with a large enough effect; inconclusive = small, poorly fitted or top-dose-only effect, or another doubt; inactive = no such curve, though single readings can be large; an effect the other way counts as inactive or inconclusive. % is set by controls: 0 for no effect and ±100 for the full control effect; potency is the fitted concentration of half-maximal effect.
SMILES,HCV inhibitor,Sm TGR block,TbPYK inhibitor,LmPK inhibitor,Pf growth 96h,Pf growth 48h
COc1ccc(NC(=O)C(NC(=O)c2ccc(C)cc2)c2ccccc2)cc1 (configuration not stated),0%,3%,2%,0%,?,?
COc1cccc(-n2c(SCC(=O)NCc3cccs3)nc3ccccc3c2=O)c1,-18%,0%,-3%,3%,?,-22%
CCOc1ccc(CC(=N)C2=C(O)CC(C)(C)CC2=O)cc1OCC,29%,-13%,-3%,5%,?,1%
Cc1ccc(S(=O)(=O)N(C)Cc2nc(-c3ccncc3)no2)cc1,?,10%,-1%,4%,-10%,0%
Cc1csc(NC(=O)CSc2nnc(CCNC(=O)c3cccs3)n2C)n1,17%,-23%,5%,1%,?,?
O=C(O)CCS(=O)(=O)c1ccc(-c2ccccc2)cc1,2%,-11%,-12%,-1%,17%,12%
CC(=O)c1ccccc1OC(=O)CCN1C(=O)c2ccccc2C1=O,16%,-5%,1%,-2%,89%[activator],5%
Cc1n[nH]c(C)c1CCCCOc1ccc([N+](=O)[O-])cc1,?,-18%,7%,0%,19%,13%
Cc1ccc2c(c1)N(C(=O)CCC(=O)N1CCOCC1)CC(C)O2 (configuration not stated),14%,18%,-2%,0%,35%[activator],-11%
CCC(C)NCCOCCOc1ccccc1-c1ccccc1 (configuration not stated),13µM*,1%,4%,2%,?,?
O=C(Nc1cccc(O)c1)C1CC(c2c(F)cccc2Cl)=NO1 (configuration not stated),7%,-19%,5%,8%,-2%,41%[activator]
Cc1ccc(S(=O)(=O)NCCc2ccncc2)cc1[N+](=O)[O-],8%,-16%,3%,-8%,?,?
CCCNC(=O)C(Cc1ccccc1)NS(=O)(=O)c1cccc2nsnc12 (configuration not stated),15%,-4%,-5%,-4%,38%[activator],-8%
CCN(CC(=O)Nc1ccc(NC(C)=O)cc1)C(=O)/C=C/c1ccco1,31%[activator],3%,-1%,/,36%[activator],13%
Cc1ccccc1-c1nc(CS(=O)(=O)CC(=O)NC(C)c2ccccc2)c(C)o1 (configuration not stated),?,40µM*!,2%&0%,5%,-18%,62%[activator]
CCOC(=O)c1ccc(NC(=O)CSc2nc(N)c(NC(=O)c3ccc(Br)o3)c(=O)[nH]2)cc1,1%,-22%,-1%,-7%,-7%,-3%
CCCC(=O)Nc1ccc(C(=O)NNC(=S)NC(=O)c2ccc(Br)o2)cc1,?,4%,-3%,0%,268%[activator][5.75 µM],89%[activator][5.75 µM]
CC(=O)Nc1cccc(NC(=O)CS(=O)(=O)c2cn(CC(=O)N(C(C)C)C(C)C)c3ccccc23)c1,0%,-16%,-6%,-1%,12µM*,?
CCN(C(=O)/C=C/c1ccc(OC)cc1)C1CCCCC1,?,-1%,-1%,9%,?,1%
CCOC(=O)c1c(-c2ccc(C)cc2)csc1NC(=O)CCSc1nnc2ccccn12,?,-3%,-9%,-1%,12%,-23%
CC(C)(CO)NCc1ccccc1OCC(=O)Nc1ccccc1,-30%,15%,-3%,-12%,/,4%
Cc1cc(C)c(S(=O)(=O)N2CCC(C(=O)NCc3ccc(Cl)cc3Cl)CC2)c(C)c1,?,5%,-4%,-6%,-3%,/
CC(Cc1cccs1)NC(=S)Nc1ccc(Cl)c(Cl)c1 (configuration not stated),10%,-4%,-3%,1%,?,-3%
COc1ccc(S(=O)(=O)N2CCCCCC2)cc1C(=O)N(C)CC(=O)Nc1cc(C)ccc1C,?,-6%,1%,-7%,?,-5%
CCCCN(C)C(=O)c1cn(CC)c2nc(C)ccc2c1=O,-15%,9%,-21%,-2%,38%[activator],2%

# Part of the list above in order of number of heavy atoms, highest first.
SMILES,HCV inhibitor,Sm TGR block,TbPYK inhibitor,LmPK inhibitor,Pf growth 96h,Pf growth 48h
CC(=O)Nc1cccc(NC(=O)CS(=O)(=O)c2cn(CC(=O)N(C(C)C)C(C)C)c3ccccc23)c1,0%,-16%,-6%,-1%,12µM*,?
COc1ccc(S(=O)(=O)N2CCCCCC2)cc1C(=O)N(C)CC(=O)Nc1cc(C)ccc1C,?,-6%,1%,-7%,?,-5%
CCOC(=O)c1ccc(NC(=O)CSc2nc(N)c(NC(=O)c3ccc(Br)o3)c(=O)[nH]2)cc1,1%,-22%,-1%,-7%,-7%,-3%
CCOC(=O)c1c(-c2ccc(C)cc2)csc1NC(=O)CCSc1nnc2ccccn12,?,-3%,-9%,-1%,12%,-23%
COc1cccc(-n2c(SCC(=O)NCc3cccs3)nc3ccccc3c2=O)c1,-18%,0%,-3%,3%,?,-22%
Cc1ccccc1-c1nc(CS(=O)(=O)CC(=O)NC(C)c2ccccc2)c(C)o1 (configuration not stated),?,40µM*!,2%&0%,5%,-18%,62%[activator]
COc1ccc(NC(=O)C(NC(=O)c2ccc(C)cc2)c2ccccc2)cc1 (configuration not stated),0%,3%,2%,0%,?,?
CCCC(=O)Nc1ccc(C(=O)NNC(=S)NC(=O)c2ccc(Br)o2)cc1,?,4%,-3%,0%,268%[activator][5.75 µM],89%[activator][5.75 µM]
CCN(CC(=O)Nc1ccc(NC(C)=O)cc1)C(=O)/C=C/c1ccco1,31%[activator],3%,-1%,/,36%[activator],13%
CC(=O)c1ccccc1OC(=O)CCN1C(=O)c2ccccc2C1=O,16%,-5%,1%,-2%,89%[activator],5%
CC(C)(CO)NCc1ccccc1OCC(=O)Nc1ccccc1,-30%,15%,-3%,-12%,/,4%
O=C(Nc1cccc(O)c1)C1CC(c2c(F)cccc2Cl)=NO1 (configuration not stated),7%,-19%,5%,8%,-2%,41%[activator]
CCCCN(C)C(=O)c1cn(CC)c2nc(C)ccc2c1=O,-15%,9%,-21%,-2%,38%[activator],2%
CCN(C(=O)/C=C/c1ccc(OC)cc1)C1CCCCC1,?,-1%,-1%,9%,?,1%
O=C(O)CCS(=O)(=O)c1ccc(-c2ccccc2)cc1,2%,-11%,-12%,-1%,17%,12%

# The listing continues:
SMILES,HCV inhibitor,Sm TGR block,TbPYK inhibitor,LmPK inhibitor,Pf growth 96h,Pf growth 48h
O=C(NCc1n[nH]c(=S)n1-c1ccc(Cl)c(Cl)c1)c1cccs1,9%,-1%,?,-14%,?,?
CCC1Cc2c(nc(N)c3c(N)nc(N4CCCCC4)c(C#N)c23)O1 (configuration not stated),?,5%,1%,-2%,?,?
CCOC(=O)COc1cc2c3c(c(=O)oc2cc1C)CCCC3,?,-2%,-5%,7%,/,-2%
Cc1c(C(=O)Nc2ccc(F)cc2)oc2ccc(S(=O)(=O)N3CC(C)CC(C)C3)cc12 (configuration not stated),?,-15%,4%,-3%,/,10µM*
COc1ccccc1-n1cc(-c2ccccc2)c2c(=S)nc[nH]c21,5%,7%,0%,3%,?,13µM*
O=C(Nc1ccccc1)C1=C[C@H](c2ccc3c(c2)OCO3)C[C@H](OCc2ccc(CO)cc2)O1,?,-15%,6%,2%,38%[activator],?
COC(=O)c1ccccc1NC(=O)C1CCCC1,-22%,-4%,3%,3%,-4%,1%
Cc1cc(C(F)(F)F)nc(SCC(=O)Nc2c(C)n(C)n(-c3ccccc3)c2=O)n1,-2%,5%,-11%,-3%,-21%,16%

# Compounds were not picked by outcome; 16% or so of the library scored in one or more.
